# Screens (PubChem BioAssay)
# Kir21 block = Kir2.1 (mouse) channel inhibition | 0.85% of 310,000 active | B-score at 10 µM | HEK293-Kir2.1, FluxOR thallium flux fluorescence; hits give low values | P35561 | AID 1672;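 active = fluorescence ratio B-score at or below minus 3 SD of library scores, with starting-brightness B-score within 2 SD, cut at about -4.2 in these data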;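 also: channel flux triggered by added potassium and thallium sulfate stimulus; B-score of peak minus minimum fluorescence over baseline after thallium stimulus; more negative B-score means stronger Kir2.1 block with less thallium influx; some compounds called inactive have numbers as strong as hits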
# KCNQ2 inh = KCNQ2 channel blockers in CHO-K1 cells – cell-based, FluxOR thallium flux, B-score, primary screen (AID 2156) | 20 min; hits give low values | 1.1% of 310,000 active | B-score at 10 µM | O88943;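 active = fluorescence ratio B-score at most minus 3 library SDs, with starting brightness B-score within 2 library SDs, cut at about -5.5 in these data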
# Target sequence (O88943 whole entry, looked up): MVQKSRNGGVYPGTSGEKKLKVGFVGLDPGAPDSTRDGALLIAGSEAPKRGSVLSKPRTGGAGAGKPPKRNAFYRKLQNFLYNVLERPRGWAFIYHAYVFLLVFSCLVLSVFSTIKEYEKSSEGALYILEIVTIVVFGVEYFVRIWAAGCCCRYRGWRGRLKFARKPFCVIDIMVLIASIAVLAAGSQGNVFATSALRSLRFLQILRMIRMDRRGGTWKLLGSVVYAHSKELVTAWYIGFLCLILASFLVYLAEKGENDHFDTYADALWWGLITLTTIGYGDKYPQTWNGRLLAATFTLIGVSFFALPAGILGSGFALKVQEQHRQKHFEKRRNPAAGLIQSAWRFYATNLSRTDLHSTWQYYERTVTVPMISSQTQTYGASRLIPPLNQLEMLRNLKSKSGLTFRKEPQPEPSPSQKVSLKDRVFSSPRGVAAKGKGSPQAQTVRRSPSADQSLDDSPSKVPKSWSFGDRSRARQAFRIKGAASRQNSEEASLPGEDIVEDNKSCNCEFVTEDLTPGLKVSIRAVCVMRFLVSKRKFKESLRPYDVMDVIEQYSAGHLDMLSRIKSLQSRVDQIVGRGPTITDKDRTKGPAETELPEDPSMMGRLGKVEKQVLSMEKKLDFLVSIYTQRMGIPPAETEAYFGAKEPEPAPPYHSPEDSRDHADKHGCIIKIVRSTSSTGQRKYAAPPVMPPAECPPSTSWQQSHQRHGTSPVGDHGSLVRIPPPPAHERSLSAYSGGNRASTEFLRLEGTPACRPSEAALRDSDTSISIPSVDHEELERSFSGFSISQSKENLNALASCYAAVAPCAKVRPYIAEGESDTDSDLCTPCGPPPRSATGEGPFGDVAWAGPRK
# * hit, by the source's call; i = inactive.
Molecule,Kir21 block,KCNQ2 inh
CN(CC(=O)N1CCCCCC1)S(=O)(=O)c1ccc(Br)cc1,0.61,i
CCCC(CCC)C(=O)Nc1c[nH]c(=O)[nH]c1=O,-0.19,i
COc1ccccc1CNC(=O)C/C(C)=N/NC(=O)Cc1ccc(OC)c(OC)c1,-1.35,i
COc1cc2nc(NC(=O)c3ccc(Cl)cc3)sc(=O)c2cc1OC,0.01,i
NC1=NC(=O)/C(=C\c2cccnc2)S1,0.68,i
Cc1ccc(-n2nnnc2SCC(=O)NNC(=O)c2ccco2)c(C)c1,0.01,i
NC(=O)C1CCN(C(=O)CSc2nc3ccccc3[nH]2)CC1,0.61,i
O=C(COc1ccc(Br)cc1)N/N=C1/SCC(=O)N1Cc1ccco1,1.21,i
CC1(C)CC(=O)C(C(C2=C(O)CC(C)(C)CC2=O)c2ccc([N+](=O)[O-])cc2)C(=O)C1 (stereo unspecified),0.6,i
CCn1c(=O)cc(OCC(=O)Nc2ccccc2N2CCN(C)CC2)c2ccccc21,-0.14,i
COc1ccc(OC)c(S(=O)(=O)N/N=C\c2c[nH]c3ccccc23)c1,0.2,i
CC(C)=NOCC(=O)Nn1c(COc2c(C)cccc2C)nc2ccccc2c1=O,0.38,i
Cc1ccc(S(=O)(=O)N2CCCC2C(=O)Nc2cc(C)on2)cc1 (stereo unspecified),-0.62,i
CC1CCN(C(=O)c2ccc(NS(=O)(=O)c3ccccc3)cc2)CC1,-0.88,i
CN1CC(=O)N(CC(=O)Nc2ccc(Br)cc2F)C1=O,-0.45,i
CC(C)c1nnc(NC(=O)CCc2ccccc2)s1,-0.05,i
COc1cc(C(=O)Nc2ccc(C)cc2)c2ccccc2n1,0.42,i
COc1ccccc1CN(Cc1nc2ccccc2c(=O)[nH]1)S(=O)(=O)c1ccc2ccccc2c1,-0.14,i
CCn1nc(NS(=O)(=O)c2ccc([N+](=O)[O-])cc2)c2cc3cccc(C)c3nc21,2.9,i
Cc1cc(=O)oc2c(CN3CCC(C)CC3)c(O)c(Cl)cc12,-0.98,i
Cc1c(C)n2c(SCC(=O)N3CCCC3)nnc2[nH]c1=O,-0.06,i
COc1ccccc1NC(=O)NCc1ccc(C)n1C,-2.52,i
Cc1nc2c(C(=O)NCCC3=CCCCC3)c[nH]n2c(=O)c1Cl,0.04,i
CCOc1cccc(Oc2ccc(C(F)(F)F)cn2)c1,-1.52,i
CC(=O)Oc1ccc(Cl)cc1/C=C/c1cc(OC(C)=O)c2ccccc2n1,1.25,i
CSc1ccc(C(=O)N2CCC(CCC(=O)NCc3ccc(F)cc3)CC2)cc1,-0.14,i
COc1cccc(C=Nc2ccc(C)c(F)c2)c1O,0.93,i
Cc1cc(N2CCCC2)nc2ccc(NC(=S)NCCCN3CCC(C)CC3)cc12,-2.82,i
Cc1ccc(C(=O)C(NC(=O)c2ccco2)N2CCOCC2)cc1 (stereo unspecified),-0.77,i
Oc1ccccc1N1CCN(C(=S)NCc2ccccc2)CC1,-0.64,i
Cc1ccc(NC(=O)CN2CCC(NC(=O)c3cccc(F)c3)CC2)cc1C,0.46,i
CCCCCCC(=O)Oc1ccc(N2C(=O)CCC2=O)cc1,0.99,i
Cc1ccc(S(=O)(=O)N2CCOC2CNC(=O)C(=O)NCCc2c[nH]c3ccccc23)cc1 (stereo unspecified),0.92,i
Cc1cc(SCc2ccc(Cl)cc2)nc(=O)[nH]1,-2.3,i
CCOc1ccc(NC(=O)CN(C)C(=O)CCNC(=O)c2ccccc2Cl)cc1OCC,-1.31,i
COC(=O)CNC(=O)CSc1nc2sc(-c3ccccc3)cc2c(=O)n1-c1ccccc1,0.78,i
CCN(CC)CCNC(=O)Cn1nc(-c2ccccc2)c2ccccc2c1=O,0.29,i
COc1cc(OC)cc(C(=O)NNC(=O)c2cc3ccccc3cc2O)c1,0.84,i
Cc1cccc(NC(=O)Cn2nnc(-c3cccs3)n2)c1C,-0.38,i
COC(=O)c1cc(=O)n(Cc2cccs2)c(=Nc2ccc(F)cc2)s1,0.68,i
Cc1cc(OCC(=O)NC(C)C)cc(C)c1Br,2.1,i
Fc1cccc(Nc2cc(-n3cccn3)ncn2)c1,0.76,i
CN(C)c1nc(N)nc(Cn2ccnc2)n1,0.24,i
COc1ccc(C(C)NC(=S)NCc2ccc(F)cc2)cc1OC (stereo unspecified),-2.4,i
O=C(c1ccc(Cl)c(F)c1F)N1CCOCC1,-0.94,i
O=C(CCCN=C1NS(=O)(=O)c2ccccc21)OCC(=O)N1CCc2ccccc21,-0.12,i
Cc1ccc(S(=O)(=O)NC(=O)NCCCN2CCOCC2)cc1,0.04,i
Cc1c(NC(=O)CSc2nnc3c4ccccc4n(CCc4ccccc4)c3n2)c(=O)n(-c2ccccc2)n1C,-0.42,i
CC(=O)NCC(c1cccs1)S(=O)(=O)c1ccc(F)cc1 (stereo unspecified),1.81,i
N=c1c2c(n(Cc3ccc(Cl)cc3)c3c1CCC3)CCC2,-0.11,i

# Quoted at random: four records from the list
Molecule,Kir21 block,KCNQ2 inh
Cc1ccc(S(=O)(=O)N2CCOC2CNC(=O)C(=O)NCCc2c[nH]c3ccccc23)cc1 (stereo unspecified),0.92,i
N=c1c2c(n(Cc3ccc(Cl)cc3)c3c1CCC3)CCC2,-0.11,i
CCOc1cccc(Oc2ccc(C(F)(F)F)cn2)c1,-1.52,i
CCCCCCC(=O)Oc1ccc(N2C(=O)CCC2=O)cc1,0.99,i

# Continuation:
Molecule,Kir21 block,KCNQ2 inh
O=C(c1cc(-c2ccco2)on1)N1CCc2ccccc2C1,0.85,i
COc1ccc(-c2nnc(SCC(=O)NCc3ccco3)n2C)cc1,0.48,i
CCCOc1cccc(C2/C(=C(/O)c3ccc4c(c3)CC(C)O4)C(=O)C(=O)N2CCN2CCOCC2)c1 (stereo unspecified),-1.5,i
Cc1ccc(OCC(=O)NC(C)c2ccccc2)c([N+](=O)[O-])n1 (stereo unspecified),-1.16,i
O=C1CC(c2ccccc2)CC(O)=C1C=NCC1CCCO1 (stereo unspecified),-1.67,i
Cc1c(NC(=S)NC(=O)c2cccc3ccccc23)cccc1C(=O)O,0.9,i
Cc1cc([N+](=O)[O-])nn1CC(=O)NNC(=S)Nc1ccc(Cl)cc1,-0.89,i
Cc1nccn1-c1c2c(c(C#N)c3nc4ccccc4n13)CCC2,0.62,i
NS(=O)(=O)c1ccc(CCNC(=O)CCCOc2ccccc2)cc1,0.7,i
COc1cc(/C=C(/NC(=O)c2ccccc2)C(=O)Nc2ccccc2)c([N+](=O)[O-])cc1OC,1.14,-6.64*
COc1ccc(NC(=O)C2Cc3cc(S(=O)(=O)N4CCCCC4)ccc3N2C(C)=O)cc1Cl (stereo unspecified),1.88,i
Cn1c(NCc2cccc(Br)c2)nc2ccccc21,0.01,-8.98*
CN1CCCN(S(=O)(=O)c2cccc(C#N)c2)CC1,-0.68,i
O=C(Cc1ccccc1[N+](=O)[O-])OCc1cccc([N+](=O)[O-])c1,1.11,i
COc1cccc2cc(-c3nnc(SCC(=O)Nc4cc(C(F)(F)F)ccc4Cl)n3N)oc12,-1.66,i
COc1cc(C(=O)NCCC(=O)NC2CCCc3ccccc32)cc(OC)c1OC (stereo unspecified),2.05,i
CCC(=O)Nc1nc2ccc3sc(C)nc3c2s1,-0.97,i
Cc1ccc(C(=O)NCc2ccco2)c(C)c1,-1.58,i
O=C(c1ccccc1)c1ccccc1C(=O)N1CCCC1,-0.65,i
CCCOc1ccc(C(=O)NC(=S)Nc2nc3ccccc3s2)cc1,0.52,i
CC(=O)N1N=C(c2cccnc2)OC1c1ccc(C(C)C)cc1 (stereo unspecified),-1.66,i
CC1CC(C)CN(S(=O)(=O)c2cccc(C(=O)OCCN3CCCC3=O)c2)C1 (stereo unspecified),-0.62,i
O=C(O)CC/C(=N\NC(=O)c1ccccc1)c1cccs1,-1.24,i
O=C(O)c1ccc(S(=O)(=O)N(Cc2ccccc2)C2CCCCC2)cc1,-0.86,i
Cc1ccc(-c2nc(-c3ccncc3)no2)cc1Cl,0.48,i

# Whole records from above. Screens in order: Kir21 block, KCNQ2 inh
# `COc1cc(/C=C(/NC(=O)c2ccccc2)C(=O)Nc2ccccc2)c([N+](=O)[O-])cc1OC` is listed with 1.14, -6.64*
# `COc1ccc(NC(=O)C2Cc3cc(S(=O)(=O)N4CCCCC4)ccc3N2C(C)=O)cc1Cl` (stereo unspecified) is listed with 1.88, i

# Next part.
Molecule,Kir21 block,KCNQ2 inh
Cc1ccccc1CSCC(=O)Nc1ccccc1Br,0.31,i
COC(=O)CNc1nc(Cl)nc(Nc2ccc(C)cc2)n1,-0.43,i
COC(=O)c1n[nH]n(-c2ccc(F)c(Cl)c2)c1=O,0.45,i
O=c1[nH]ncc2c3ccccc3n(Cc3ccccc3F)c12,1.16,i
Cc1cc(=O)oc2cc(NC(=O)C(C)Oc3ccc(F)cc3)ccc12 (stereo unspecified),0.13,i
COc1ccc(S(=O)(=O)/C(C#N)=C/Nc2cccc(OC)c2)cc1,0.2,i
Cc1[nH]c2ccc(F)cc2c1CCN(Cc1cccnc1)C(=S)Nc1ccc(F)cc1,0.29,i
CN(C)CCNc1cc(-c2ccncc2)nc2ccccc12,1.6,i
O=C(COc1ccccc1)Nc1nc2c(s1)CCCC2,0.97,i
O=C1CC(c2ccccc2)c2ccc(O)cc2O1 (stereo unspecified),-0.44,i
Cc1ccc(NC(=O)c2sc3ncn(CC(=O)N4CCOCC4)c(=O)c3c2C)c(Br)c1,0.45,i
COc1ccc(CCNC(=O)c2ccc(Cl)c(S(=O)(=O)N(C)c3ccccc3)c2)cc1,-0.18,i
COc1ccc(OC)c(C(=O)COC(=O)c2c(OC)cccc2OC)c1,1,i
N#C/C(=C1/C(=O)Nc2ccc(Br)cc21)c1ccccn1,0.33,i
O=C1C(c2c(O)[nH]c3ccccc23)=Nc2ccccc21,0.42,i
COc1ccc(C(=O)N/N=C/c2cccnc2)cc1,0.07,i
C[C@@]1([C@@H](NC(=O)c2cccs2)c2ccc(-c3ccccc3)cc2)C[C@H]1C1CCCCC1,1.06,i
CCOC(=O)C1(Cc2cccc(OC)c2)CCCN(S(=O)(=O)CC)C1 (stereo unspecified),-0.52,i
Cc1ccc(SCc2noc(C(=O)NC(C)C)c2C(=O)O)cc1C,-0.01,i
COc1ccccc1C1=NOC(C)(c2nnc(-c3cccc(Cl)c3)o2)C1 (stereo unspecified),-0.42,i
OC(COCc1ccccc1)CN1CCN(Cc2ccc3c(c2)OCO3)CC1 (stereo unspecified),-0.12,i
CN(C)S(=O)(=O)c1cccc(NC(=O)c2sccc2-c2ccccc2)c1,-0.95,i
CCOC(=O)CSc1nc2sc3c(c2c(=O)n1-c1ccccc1)CCN(C)C3,-0.3,i
CCN(CC)CCCN1C=C2C(=O)C(C)(OC(=O)C3CCCC3)C(=O)C=C2C=C1c1ccsc1 (stereo unspecified),0.65,i
Cc1c(OC(C)C(=O)N2C[C@H]3C[C@@H](C2)c2cccc(=O)n2C3)ccc2c3c(c(=O)oc12)CCCC3 (stereo partly specified),0.82,i
Cc1ccc(C(=O)Nc2cccc(C(F)(F)F)c2)cc1Nc1ncnc2nc[nH]c12,0.09,i
Cc1cccc(NC(=O)CSc2ccc(-c3ccc4c(c3)OCO4)nn2)c1C,0.08,i
CCN(C(=O)COC(=O)/C=C/c1cccc([N+](=O)[O-])c1)c1ccccc1,0.69,i
CNCc1cc2ccc(C)cc2[nH]c1=O,1.21,i
O=C(NN=C1CCCCCCC1)c1ccccn1,0.79,i
CC(C)(C)c1ccc(/C=C/C(=O)N2CCc3ccccc3C2)cc1,0.07,i
COC(=O)C1CCCN1S(=O)(=O)c1ccccc1NC(=O)c1cc(OC)c(OC)c(OC)c1 (stereo unspecified),-1.64,i
COc1ccc(CCNC(=O)[C@@H](NC(N)=O)C(C)C)cc1,0.33,i
CCC(C)n1c(NC(=O)c2ccccc2)c(C#N)c2nc3ccccc3nc21 (stereo unspecified),-0.16,i
O=C(CSc1nc2ccsc2c(=O)n1Cc1ccc(C(=O)O)cc1)NCc1ccco1,0.24,i
CC(C)(C)OC(=O)C(C)(C)O/N=C(\C(=O)O)c1csc(N)n1,2.24,i
C1=C(c2ccco2)N2CCN=C2S1,0.82,i
C=CCNC(=O)CCCCC(=O)NCC=C,2.3,i
CCOC(=O)N1CCN(C(=O)c2cnn(-c3ccccc3)c2NC(=O)c2ccccc2F)CC1,-0.74,i
CCOC(=O)Nc1nc(-c2ccccc2)c(C(=O)c2ccccc2)s1,-0.16,i
COc1ccc(NC(=O)Cc2coc3cc(C)ccc23)cc1S(=O)(=O)N1CCOCC1,-0.26,i
COc1cc(OC)c(OC)cc1CNCC1COc2ccccc2O1 (stereo unspecified),1.41,i
CCN1CCCC1CNC(=O)C(=O)NCCc1ccc(OC)c(OC)c1 (stereo unspecified),-1.09,i
CCOC(=O)N1CCN(c2ccccc2O)CC1,0.59,i
COc1ccccc1-c1nnc(SCC(=O)N2CCCCC2)o1,0.7,i
O=C(O)c1cc(-c2ccco2)nn1-c1cccc(Cl)c1,-0.12,i
Cc1oc2c(O)c(O)ccc2c(=O)c1-c1ccc(Cl)cc1,-0.65,i
CCO/N=C(\C)c1c(O)cc(C(C)C)n(-c2ccccc2)c1=O,-0.83,i
COc1cccc(OC)c1C(=O)Nc1cc2c(cc1N1CCOCC1)n(C)c(=O)n2C,0.94,i
O=C(Nc1ccccc1F)C1CCN(C(=O)NC2CCCCC2)CC1,0.03,i
